Assay outcomes: PubChem BioAssay, Johns Hopkins Ion Channel Center
CHT inh – inhibits the human high affinity choline transporter; Q9GZV3; CHT-expressing cells, membrane potential dye, choline response; active compounds read low; B-score at 10 µM; actives 0.86% (n = 310,000); AID 488975;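 active means B-score over 3 SD under the library average, and starting fluorescence ratio not unusually high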;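 further: choline stimulus applied at its EC90 after an EC20 pre-addition; B-score computed on integrated fluorescence ratio after choline addition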
KCNQ2 block – KCNQ2 potassium channel inhibitors, primary screen, cell-based, CHO-K1, FluxOR thallium flux, B-score (AID 2156). 20 min; active compounds read low. B-score at 10 µM. actives 1.1% (n = 310,000);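 active means fluorescence ratio B-score at most minus 3 library SDs, with starting brightness B-score within 2 library SDs, cut at about -5.5 in these data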
Target sequence (O88943 whole entry, looked up): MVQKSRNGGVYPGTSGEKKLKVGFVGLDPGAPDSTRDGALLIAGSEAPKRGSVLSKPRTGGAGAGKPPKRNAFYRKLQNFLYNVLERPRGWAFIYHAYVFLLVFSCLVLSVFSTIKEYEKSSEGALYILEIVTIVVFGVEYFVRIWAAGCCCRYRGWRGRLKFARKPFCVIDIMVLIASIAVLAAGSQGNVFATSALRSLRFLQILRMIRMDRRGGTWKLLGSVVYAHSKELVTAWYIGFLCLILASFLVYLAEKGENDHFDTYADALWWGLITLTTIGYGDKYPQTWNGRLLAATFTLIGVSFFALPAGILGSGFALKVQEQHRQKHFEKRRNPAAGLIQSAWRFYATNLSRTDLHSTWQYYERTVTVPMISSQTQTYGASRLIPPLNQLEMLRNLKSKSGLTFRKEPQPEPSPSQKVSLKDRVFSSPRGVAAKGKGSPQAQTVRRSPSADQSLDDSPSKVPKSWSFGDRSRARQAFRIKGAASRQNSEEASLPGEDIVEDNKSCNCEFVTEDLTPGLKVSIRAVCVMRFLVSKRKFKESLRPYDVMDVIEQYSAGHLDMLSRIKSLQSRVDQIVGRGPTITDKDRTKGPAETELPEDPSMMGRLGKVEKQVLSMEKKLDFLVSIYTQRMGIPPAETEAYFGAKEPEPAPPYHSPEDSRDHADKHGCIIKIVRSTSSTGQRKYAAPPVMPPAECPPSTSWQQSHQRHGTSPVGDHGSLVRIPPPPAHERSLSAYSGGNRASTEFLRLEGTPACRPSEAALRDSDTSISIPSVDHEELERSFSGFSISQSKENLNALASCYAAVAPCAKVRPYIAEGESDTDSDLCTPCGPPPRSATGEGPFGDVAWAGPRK
Calls only. Not a hit list, and some 1.9% of all compounds hit somewhere here.

The opening five records (preview)
Results for COc1cc(-c2nn3c(-c4ccccc4)nnc3s2)cc(OC)c1OC ?
CHT inh: inactive; KCNQ2 block: inactive

How did COc1ccc(OC)c(C(=O)COC(=O)C2CC3CCCC(C2)C3=O)c1 (stereo unspecified) do in these assays?
CHT inh: inactive; KCNQ2 block: inactive

Results for Cc1cc(C)nc(N(C#N)S(=O)(=O)c2ccccc2)n1 ?
CHT inh: inactive; KCNQ2 block: inactive

How did COc1ccc(CNC2CCN(Cc3ccccc3)CC2)cc1 do in these assays?
CHT inh: inactive; KCNQ2 block: inactive

How did COc1ccccc1N1CCN(CC(O)c2ccccc2)CC1 (stereo unspecified) do in these assays?
CHT inh: inactive; KCNQ2 block: inactive

Main list, from the start:
Results for COc1cc(-c2nn3c(-c4ccccc4)nnc3s2)cc(OC)c1OC ?
CHT inh: inactive; KCNQ2 block: inactive

How did COc1ccc(OC)c(C(=O)COC(=O)C2CC3CCCC(C2)C3=O)c1 (stereo unspecified) do in these assays?
CHT inh: inactive; KCNQ2 block: inactive

Results for Cc1cc(C)nc(N(C#N)S(=O)(=O)c2ccccc2)n1 ?
CHT inh: inactive; KCNQ2 block: inactive

How did COc1ccc(CNC2CCN(Cc3ccccc3)CC2)cc1 do in these assays?
CHT inh: inactive; KCNQ2 block: inactive

How did COc1ccccc1N1CCN(CC(O)c2ccccc2)CC1 (stereo unspecified) do in these assays?
CHT inh: inactive; KCNQ2 block: inactive

Results for COc1ccc(C2c3sc(=O)[nH]c3SC3C4CCC(C4)C23)cc1OC (stereo unspecified) ?
CHT inh: inactive; KCNQ2 block: inactive

How did CCn1c(=O)c2c(nc(SCC(=O)NC3CCCC3)n2C)n(C)c1=O do in these assays?
CHT inh: inactive; KCNQ2 block: inactive

Results for Nc1c(C(=O)Nc2cccc(Cl)c2Cl)sc2nc(-c3cccnc3)ccc12 ?
CHT inh: inactive; KCNQ2 block: inactive

How did Cc1ccc(-n2ncc3c2CCCC3NC(=O)CCc2cnccn2)cc1C (stereo unspecified) do in these assays?
CHT inh: inactive; KCNQ2 block: inactive

How did Clc1ccc(N2COC3c4cccc5cccc(c45)C32)cc1 (stereo unspecified) do in these assays?
CHT inh: inactive; KCNQ2 block: inactive

How did Cn1c(C2CCCN2C(=O)OC(C)(C)C)n[nH]c1=S (stereo unspecified) do in these assays?
CHT inh: inactive; KCNQ2 block: inactive

What do the screens show for `COc1cccc(-c2coc3cc4oc(=O)c(CC(=O)O)c(C)c4cc23)c1`?
CHT inh: inactive; KCNQ2 block: inactive

What do the screens show for `Cc1ccc(S(=O)c2ccc(NC(=O)C3CC3)cc2C#N)cc1` (stereo unspecified)?
CHT inh: inactive; KCNQ2 block: inactive

Results for O=C(CSc1ccc(Cl)cc1)N1CCOCC1 ?
CHT inh: inactive; KCNQ2 block: inactive

What do the screens show for `CC(C)NC(=O)[C@@H]1C[C@@]1(C)[C@@H](NC(=O)OCc1ccccc1)c1ccccc1`?
CHT inh: inactive; KCNQ2 block: inactive

What do the screens show for `Cc1cc(C)c(S(=O)(=O)N2CCN(c3ccccc3)CC2)c(C)c1`?
CHT inh: inactive; KCNQ2 block: inactive

What do the screens show for `COc1ccc(N/C=C(\C(C)=O)c2ccc(OC)c(OC)c2)cc1OC`?
CHT inh: inactive; KCNQ2 block: inactive

What do the screens show for `COc1ccc(C(CNC(=O)c2cc(=O)[nH]c3ccccc23)N2CCCC2)cc1` (stereo unspecified)?
CHT inh: inactive; KCNQ2 block: inactive

What do the screens show for `NS(=O)(=O)c1ccc(Sc2ccc3ccccc3c2)nc1`?
CHT inh: inactive; KCNQ2 block: inactive

Results for Cc1occc1C(=O)NCCc1cccc(Cl)c1 ?
CHT inh: inactive; KCNQ2 block: inactive

Results for CCOC(=O)C1(Cc2ccccc2)CCN(Cc2cccc3nccnc23)CC1 ?
CHT inh: inactive; KCNQ2 block: inactive

How did CSc1nnc2c(n1)OC1(Nc3ccccc3-2)C(=O)Nc2ccccc21 (stereo unspecified) do in these assays?
CHT inh: inactive; KCNQ2 block: inactive

How did COCCNC(=O)CCCn1c(=O)c2cc(OC)c(OC)cc2n(CC(=O)NCCC2=CCCCC2)c1=O do in these assays?
CHT inh: inactive; KCNQ2 block: inactive

How did CCC(C)(C)C1CCC(=NNC(=S)Nc2cccnc2)CC1 (stereo unspecified) do in these assays?
CHT inh: inactive; KCNQ2 block: inactive

Results for CCc1nnc(N/N=C/c2ccc(N3CCC(C)CC3)c([N+](=O)[O-])c2)n1N ?
CHT inh: inactive; KCNQ2 block: inactive

What do the screens show for `CC(=O)/C(=N/Nc1ccccc1[N+](=O)[O-])N1CCCc2ccccc21`?
CHT inh: inactive; KCNQ2 block: inactive

How did COc1ccc(/C=N/N(C)c2cc(=O)n(C)c(=O)[nH]2)cc1OC do in these assays?
CHT inh: inactive; KCNQ2 block: inactive

Results for COc1ccccc1NC(=O)Nc1nc(CC(=O)Nc2ccc(N(C)C)cc2)cs1 ?
CHT inh: inactive; KCNQ2 block: inactive

How did COc1ccc(C(=O)O/N=C(\N)c2ccccn2)c(OC)c1 do in these assays?
CHT inh: inactive; KCNQ2 block: inactive

Results for Cc1cccc(-c2ncc(CN3CCN(C4CCCC4)C(CCO)C3)cn2)c1 (stereo unspecified) ?
CHT inh: inactive; KCNQ2 block: inactive

What do the screens show for `CCc1cc2c(CN3CCN(CCO)CC3)cc(=O)oc2cc1O`?
CHT inh: inactive; KCNQ2 block: inactive

How did NC(=O)CC(NC(=O)c1ccc(Br)cc1)c1ccc(N2CCC(Br)CC2)c([N+](=O)[O-])c1 (stereo unspecified) do in these assays?
CHT inh: inactive; KCNQ2 block: inactive

What do the screens show for `c1ccc(COc2cccc(CN3CCN(c4ccccn4)CC3)c2)cc1`?
CHT inh: inactive; KCNQ2 block: inactive

How did O=C(COc1ccc(Br)cc1)NCc1cn2ccccc2n1 do in these assays?
CHT inh: inactive; KCNQ2 block: inactive

How did COc1ccc(/C=N\NC(=O)c2ccc(F)cc2)cc1COc1cc(F)ccc1[N+](=O)[O-] do in these assays?
CHT inh: inactive; KCNQ2 block: inactive

How did C/C(CC(=O)NC(C)C)=N\NC(=O)C(c1ccccc1)c1ccccc1 do in these assays?
CHT inh: inactive; KCNQ2 block: inactive

How did O=C(CNC(=O)c1ccc2c(c1)OCO2)Nc1ncccc1O do in these assays?
CHT inh: inactive; KCNQ2 block: inactive

What do the screens show for `Cc1ccc(S(=O)(=O)N2CCC(CN3C(=O)c4cccc5cccc(c45)C3=O)CC2)cc1`?
CHT inh: inactive; KCNQ2 block: inactive

What do the screens show for `CCCc1cc(=O)oc2cc(OCC(=O)N3CCN(C(=O)C4COc5ccccc5O4)CC3)ccc12` (stereo unspecified)?
CHT inh: inactive; KCNQ2 block: inactive

How did CCOc1cccc(C(=O)Nc2nnc(-c3cccs3)s2)c1 do in these assays?
CHT inh: inactive; KCNQ2 block: inactive

How did O=C(NC1CC2CCC(C1)N2Cc1ccccc1)c1cccc(F)c1 (stereo unspecified) do in these assays?
CHT inh: inactive; KCNQ2 block: inactive

Results for Cn1c(=O)[nH]c(=O)c2c1nc(CN1CCOCC1)n2CCc1ccccc1 ?
CHT inh: inactive; KCNQ2 block: inactive

What do the screens show for `CC1CC(C)CN(CCCNC(=O)c2ccc3nc(N4CCCCC4)sc3c2)C1` (stereo unspecified)?
CHT inh: inactive; KCNQ2 block: inactive

What do the screens show for `CCOc1ccc(NC(=O)c2cn(-c3ccc(OCC)cc3)c(=O)c3cc(OC)c(OC)cc23)cc1`?
CHT inh: inactive; KCNQ2 block: inactive

What do the screens show for `COCCNC(=O)c1ccc2c(c1)ncn2-c1cccc(C)c1`?
CHT inh: inactive; KCNQ2 block: inactive

How did O=C(NCC1CCCN1S(=O)(=O)c1cccs1)c1ccc(F)c(F)c1 (stereo unspecified) do in these assays?
CHT inh: inactive; KCNQ2 block: inactive

Results for N#CCNC(=O)c1nn2c(C(F)(F)F)cc(-c3ccccc3)nc2c1Br ?
CHT inh: inactive; KCNQ2 block: inactive

Results for O=C(CSc1ncnc2c1nnn2Cc1ccc(F)cc1)NC1CCCC1 ?
CHT inh: inactive; KCNQ2 block: inactive

What do the screens show for `CCN(CC)CC(=O)Nn1c(C)nc2c(ncn2-c2ccccc2)c1=O`?
CHT inh: inactive; KCNQ2 block: inactive

What do the screens show for `COc1cccc(C2CC(c3cccs3)=NN2C(=O)CSc2nc3c(cnn3-c3ccc(F)cc3)c(=O)[nH]2)c1OC` (stereo unspecified)?
CHT inh: inactive; KCNQ2 block: inactive

What do the screens show for `O=C(O)c1cn(-c2ccccc2)nc1-c1cccnc1`?
CHT inh: inactive; KCNQ2 block: inactive

What do the screens show for `Cn1c(CN2CCOCC2)nnc1SCc1ccc(C#N)cc1`?
CHT inh: inactive; KCNQ2 block: inactive

What do the screens show for `COc1ccc(C(C(=O)Nc2ccc(C(C)C)cc2)N(C)C(=O)c2ccc(=O)[nH]c2)cc1` (stereo unspecified)?
CHT inh: inactive; KCNQ2 block: inactive

Results for CC(Sc1nc(C(C)(C)C)cc(-c2ccccc2)c1C#N)C(=O)Nc1ccccc1 (stereo unspecified) ?
CHT inh: inactive; KCNQ2 block: inactive

Results for CCOC(=O)C1CCCN(CCc2ccccc2)C1 (stereo unspecified) ?
CHT inh: inactive; KCNQ2 block: inactive

Results for Cc1ccccc1-c1nc(CS(=O)(=O)CC(=O)NCc2ccc3c(c2)OCO3)c(C)o1 ?
CHT inh: inactive; KCNQ2 block: inactive

Results for CC(C)(CNC(=O)c1cccc(S(=O)(=O)NCc2ccccc2)c1)N1CCOCC1 ?
CHT inh: inactive; KCNQ2 block: inactive

Results for O=C(O)CC1Oc2ccc(Cl)cc2NC1=O (stereo unspecified) ?
CHT inh: inactive; KCNQ2 block: inactive

What do the screens show for `O=C1OCCC1Sc1nnc(-c2ccc3c(c2)OCO3)o1` (stereo unspecified)?
CHT inh: inactive; KCNQ2 block: inactive

What do the screens show for `Cc1ccc(NC(=O)CCc2ccc(S(=O)(=O)NC3CCCCC3)cc2)cc1`?
CHT inh: inactive; KCNQ2 block: inactive

How did Cc1cc(S(=O)(=O)NCC(c2ccc(F)cc2)N2CCN(C)CC2)ccc1F (stereo unspecified) do in these assays?
CHT inh: inactive; KCNQ2 block: inactive

What do the screens show for `CCOC(=O)C1=NOC(CNC(=O)C2=NOC(CNC(=O)c3c(-c4ccccc4Cl)noc3C)C2)C1` (stereo unspecified)?
CHT inh: inactive; KCNQ2 block: inactive

What do the screens show for `CC(C)(C)c1cc(/C=C2\NC(=O)NC2=O)cc(C(C)(C)C)c1O`?
CHT inh: inactive; KCNQ2 block: inactive

How did CCN(CC)CCCN(C(=O)c1ccc(F)cc1)c1nc(-c2ccc(OC)cc2)cs1 do in these assays?
CHT inh: inactive; KCNQ2 block: inactive

How did Cc1ccc(-c2nc(-c3ccncc3)no2)c(Cl)c1 do in these assays?
CHT inh: inactive; KCNQ2 block: inactive

How did O=C(NC1CCCCC1)C(c1ccc(O)c(O)c1)N(C(=O)Cn1nnc2ccccc21)c1cccc(O)c1 (stereo unspecified) do in these assays?
CHT inh: inactive; KCNQ2 block: inactive

What do the screens show for `CCOC(=O)Nc1ccc2c(CN3CCN(S(=O)(=O)c4ccccc4)CC3)cc(=O)oc2c1`?
CHT inh: inactive; KCNQ2 block: inactive

Results for Cc1cc(Nc2ccccc2C(=O)O)nc2nc3ccccc3c(=O)n12 ?
CHT inh: inactive; KCNQ2 block: inactive

What do the screens show for `CCOC(=O)N/N=C(/C)c1ccc(N2C(=O)C3CCCCC3C2=O)cc1` (stereo unspecified)?
CHT inh: inactive; KCNQ2 block: inactive

What do the screens show for `Cc1ccc(C)c(CN2CCNC2=O)c1`?
CHT inh: inactive; KCNQ2 block: inactive

What do the screens show for `CC(=O)Nc1ccc(SCC(=O)c2cc(C)ccc2C)cc1`?
CHT inh: inactive; KCNQ2 block: inactive

What do the screens show for `Cc1ccc(C(=O)NCCNC(=O)CN2CCOCC2)cc1`?
CHT inh: inactive; KCNQ2 block: inactive

What do the screens show for `O=C(N/N=C/c1ccccc1O)NC12CC3CC(CC(C3)C1)C2`?
CHT inh: inactive; KCNQ2 block: inactive

How did COc1ccc(NC(=O)Nc2ncccc2C)cc1 do in these assays?
CHT inh: inactive; KCNQ2 block: inactive

Results for Cc1cc(OCC(=O)NC2CCN(Cc3ccccc3)CC2)c2c(C)c(C)c(=O)oc2c1 ?
CHT inh: inactive; KCNQ2 block: inactive

Results for COc1cc(C(=O)Nc2cccc(NC(=O)c3ccccc3)c2)cc(OC)c1OC ?
CHT inh: inactive; KCNQ2 block: inactive

Results for O=S(=O)(NCCc1ccccc1)c1ccc(F)cc1 ?
CHT inh: inactive; KCNQ2 block: inactive

What do the screens show for `COCCn1cnnc1SCC(=O)Nc1sccc1C(N)=O`?
CHT inh: inactive; KCNQ2 block: inactive

What do the screens show for `CC(Sc1ccsc1[N+](=O)[O-])C(=O)N1CCN(c2ccccn2)CC1` (stereo unspecified)?
CHT inh: inactive; KCNQ2 block: inactive

Three entries already listed, arranged by count of non-hydrogen atoms, falling:
Results for Cc1cc(OCC(=O)NC2CCN(Cc3ccccc3)CC2)c2c(C)c(C)c(=O)oc2c1 ?
CHT inh: inactive; KCNQ2 block: inactive

Results for COc1cc(C(=O)Nc2cccc(NC(=O)c3ccccc3)c2)cc(OC)c1OC ?
CHT inh: inactive; KCNQ2 block: inactive

How did COc1ccc(NC(=O)Nc2ncccc2C)cc1 do in these assays?
CHT inh: inactive; KCNQ2 block: inactive
